High-throughput results (PubChem BioAssay)
D1 ag = Allosteric Agonists of the Human D1 Dopamine Receptor: qHTS; HEK293 T-REx D1 cells, calcium flux, agonist mode; activation, % at 2 µM; 1% of 360,000 active; in the data active = activation above about 30%; note: 0% is about no effect
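Tetracycline-induced HEK293 TREx D1 cells, force-coupled to calcium signalling, were dye-loaded with a no-wash calcium kit. Compound was pin-added after a 10 s baseline. Fluorescence was read kinetically at 1 cycle/s for 180 s, with calcium rises flagged as agonism.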
Glioma ERSR ind = qHTS for Inducers of the Endoplasmic Reticulum Stress Response (ERSR) in Human Glioma: qHTS. U87-MG GRP78 promoter luciferase reporter, 16 h. Potency, µM, without a hit: top-dose activation, usual class: activators. 0.02% of 420,000 active. AID 602332, 2012; note: potency is the fitted concentration of half-maximal effect; series mostly up to about 76 µM; % of control where 0% means no effect; nearly all actives have a fitted effect of over 35% in size
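Stably transfected U87-MG glioma cells carrying a GRP78-based luciferase sensor; 16 h compound incubation. Luminescence end-point read 10 min after Bright-Glo addition at room temperature.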
Vif-A3G inh = qHTS for Inhibitors of Vif-A3G Interactions: qHTS; Potency, µM (series often up to 46.1 µM), for the others: top-dose activity, negative = active, hits mostly inhibitors; AID 602310, 2012; 0.076% of 410,000 active; HeLa A3G-eYFP + Vif (tagged APOBEC3G with the HIV-1 protein that degrades it), YFP fluorescence, overnight; DNA dC->dU-editing enzyme APOBEC-3G (Homo sapiens), Q9HC16;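 note: potency is the fitted concentration of half-maximal effect; % is set by controls: 0 for no effect and ±100 for the full control effect; nearly all actives have a fitted effect of over 60% in size; hits raise eYFP signal because A3G escapes Vif-driven loss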
Target sequence (Q9HC16 whole entry, looked up): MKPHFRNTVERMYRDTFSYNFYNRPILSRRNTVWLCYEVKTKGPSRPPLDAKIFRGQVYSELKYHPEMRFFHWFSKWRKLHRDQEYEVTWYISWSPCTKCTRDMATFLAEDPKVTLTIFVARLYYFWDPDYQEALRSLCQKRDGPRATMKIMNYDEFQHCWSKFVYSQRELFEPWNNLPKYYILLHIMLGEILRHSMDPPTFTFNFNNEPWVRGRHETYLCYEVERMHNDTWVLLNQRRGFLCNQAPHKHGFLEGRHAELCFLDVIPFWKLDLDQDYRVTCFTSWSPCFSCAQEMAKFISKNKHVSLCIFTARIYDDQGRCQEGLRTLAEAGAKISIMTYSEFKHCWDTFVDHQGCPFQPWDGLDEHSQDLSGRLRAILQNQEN
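HeLa cells stably expressing Vif and C-terminally eYFP-tagged A3G, seeded overnight at 37 deg C, then exposed to compound by pintool overnight at 37 deg C. Rise in yellow fluorescence (Ex 488/Em 500-530, Acumen) marks blocked Vif-driven A3G degradation.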
D1 potentiator = Potentiators of Human D1 Dopamine Receptor: qHTS | D(1A) dopamine receptor (Homo sapiens), P21728 | AID 504651, 2011 | HEK293 TREx D1 cells, calcium flux, dopamine EC20 potentiation | potentiation, % at 10 µM | 0.036% of 360,000 active; in the data active = potentiation above about 30%; note: 0% is about no effect
Vif-APOBEC3F blk = qHTS for Inhibitors of Vif-A3F Interactions: qHTS. HeLa A3F-eYFP + Vif (tagged APOBEC3F with the HIV-1 protein that degrades it), YFP fluorescence increase. Potency, µM (highest dose often 46.1 µM), for the others: top-dose activity, negative = active. 0.2% of 390,000 active. AID 602313, 2012; note: potency is the fitted concentration of half-maximal effect; % of control where 0% means no effect; nearly all actives have a fitted effect of over 65% in size
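Fluorescence increase (Ex 488/Em 500-530) after overnight compound treatment at 37 deg C flags inhibition of Vif-driven A3F-eYFP loss in stable HeLa A3F-eYFP/Vif cells seeded overnight beforehand.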
RXFP1 agonist = qHTS Assay for Agonists of the Relaxin Receptor RXFP1; Relaxin receptor 1 (Homo sapiens), Q9HBX9; HEK293T-RXFP1 cAMP TR-FRET, 30 min; response scale: percent of porcine relaxin response, buffer zero; Potency, µM (series often up to 57.5 µM), without a hit: at the highest dose activation, usual class: activators; 0.3% of 370,000 active; AID 2676, 2010; note: potency is the fitted concentration of half-maximal effect; % is set by controls: 0 for no effect and ±100 for the full control effect; nearly all actives have a fitted effect of over 60% in size; many of its hits are not listed in these tables
Target sequence (Q9HBX9 whole entry, looked up): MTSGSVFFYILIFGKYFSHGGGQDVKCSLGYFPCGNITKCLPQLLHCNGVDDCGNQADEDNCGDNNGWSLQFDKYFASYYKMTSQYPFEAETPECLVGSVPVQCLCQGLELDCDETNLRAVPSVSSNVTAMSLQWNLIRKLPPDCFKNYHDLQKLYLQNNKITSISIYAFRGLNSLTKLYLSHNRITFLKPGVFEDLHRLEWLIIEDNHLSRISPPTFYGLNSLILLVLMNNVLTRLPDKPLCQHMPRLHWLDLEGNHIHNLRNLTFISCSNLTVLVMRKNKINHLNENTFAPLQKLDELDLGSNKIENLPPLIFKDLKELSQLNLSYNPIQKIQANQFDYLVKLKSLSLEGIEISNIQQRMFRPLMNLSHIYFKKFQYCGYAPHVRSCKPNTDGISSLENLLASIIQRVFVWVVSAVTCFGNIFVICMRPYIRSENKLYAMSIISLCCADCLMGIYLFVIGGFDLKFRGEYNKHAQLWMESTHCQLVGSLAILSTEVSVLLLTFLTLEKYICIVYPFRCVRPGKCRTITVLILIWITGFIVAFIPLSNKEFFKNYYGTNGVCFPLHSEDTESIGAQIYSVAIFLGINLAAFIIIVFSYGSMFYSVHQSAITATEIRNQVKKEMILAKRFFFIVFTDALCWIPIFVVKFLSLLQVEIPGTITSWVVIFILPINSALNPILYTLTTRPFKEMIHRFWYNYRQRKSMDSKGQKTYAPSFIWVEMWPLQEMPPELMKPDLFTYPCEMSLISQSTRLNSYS
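HEK293 cells stably expressing RXFP1, treated 30 min at 37C with compounds plus PDE4 inhibitor Ro 20174; cAMP measured by HTRF TR-FRET. Normalized to buffer and 29 nM porcine relaxin; EC50 by Hill fit.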
D1 antag = Antagonist of Human D 1 Dopamine Receptor: qHTS. activity change, negative = inhibition, % at 10 µM. HEK293 TREx D1 cells, calcium flux, dopamine EC80; active compounds read low. 3.2% of 360,000 active; in the data active = activity change below about -30%; note: % is set by controls: 0 for no effect and ±100 for the full control effect
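Inducible Hek293 Trex D1 cells (tetracycline, overnight, 30 C). Calcium dye 30–90 min RT. Antagonist mode: EC80 dopamine added after 180 s compound read.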
RXFP1 antagonist = qHTS Assay for Antagonists of the Relaxin Receptor RXFP1 | 0.59% of 350,000 active | HEK293-RXFP1, relaxin-stimulated cAMP HTRF, 30 min; active compounds read low | Relaxin receptor 1 (Homo sapiens), Q9HBX9 | activity change, negative = inhibition, % at 57.5 µM;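 active = activity change of -60% or lower, but not beyond a set lower limit; inconclusive = change between -60% and -40%, or beyond the set limit; inactive = change above -40%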; note: % is set by controls: 0 for no effect and ±100 for the full control effect
D2 potentiator = HTS Assay for Positive Allosteric Modulators of the Human D2 Dopamine Receptor: Primary Screen for Potentiators; HEK293 T-REx D2, calcium flux, EC20 dopamine potentiation; potentiation, % at 10 µM; 0.34% of 340,000 active; AID 485347, 2010;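 active = potentiation over 3 SD above the plate norm, cut at about 30% in these data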; note: 0% is about no effect
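Potentiation of an EC20 dopamine calcium response is measured in a force-coupled, tetracycline-inducible Hek293 Trex D2 line. Compound-only kinetic reads over 180 s flag agonists before dopamine addition.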
Numbers without * were called inactive; ? = inconclusive; / = no result given; & = joins results of further samples. Unless noted, calls come from the whole dose curve; as a rule, active = well fitted curve in the direction sought with a large enough effect; inconclusive = small, poorly fitted or top-dose-only effect, or another doubt; inactive = no such curve, though single readings can be large; an effect the other way counts as inactive or inconclusive. An excerpt. The share of hits here may be higher or lower than overall.

SMILES | D1 ag | Glioma ERSR ind | Vif-A3G inh | D1 potentiator | Vif-APOBEC3F blk | RXFP1 agonist | D1 antag | RXFP1 antagonist | D2 potentiator
CCCCc1ccc(NS(=O)(=O)c2cc3c4c(c2)CC(=O)N4CCC3)cc1 | 7 | -2% | -1% | 0 | 0% | 0.1% | -4 | / | -14
COC(=O)c1ccccc1NC(=O)NC1CCCCC1 | 5 | 7% | -3% | -5 | 13% | 1.3% | -44* | -5 | 7
Cc1ccccc1OCCC(=O)Nc1ccc(S(=O)(=O)N2CCCC2)cc1 | / | -3% | -13% | / | -3% | / | / | 6 | /
CCOc1ccccc1OCc1nn2c(-c3ccc(C)cc3)nnc2s1 | 6 | -2% | -2% | -3 | -9% | 1.9% | -4 | 18 | -1
COc1ccc(C(=O)NCc2ccc(S(N)(=O)=O)cc2)cc1[N+](=O)[O-] | 5 | 0% | 0% | -4 | -1% | 3.0% | 9 | 9 | /
CCCOC(c1ccccc1)(c1ccccc1)C(Oc1nc(C)cc(C)n1)C(=O)O (stereo not given) | 3 | -3% | 5% | 12 | 1% | 0.8% | 11 | -5 | 5
CC(C)CC(=O)N1CCN(S(=O)(=O)c2ccc(C3CCCCC3)cc2)CC1 | 3 | -7% | 1% | 2 | -7% | 3.7% | -12 | 9 | -10
COc1ccc(N2CCN(C(=O)CCCC3=NS(=O)(=O)c4ccccc4N3)CC2)cc1 | 1 | -3% | 3% | -7 | -2% | -0.1% | 0 | -6 | 8
CCOc1ccc(NS(=O)(=O)c2ccc(C(=O)N3CCCCC3)cc2)cc1 | 50* | -5% | 1% | -9 | -10% | 0.5% | -15 | 2 | 5
O=S(=O)(Nc1cc(Sc2cccc3cccnc23)c(O)c2ccccc12)c1ccccc1 | 2 | / | / | 1 | / | 6.6% | 9 | / | 0
Cc1nnc2nc(-c3ccccc3)nc(-c3ccccc3)n12 | 4 | 1% | 0% | 0 | -16% | 0.3% | -12 | -1 | -7
Oc1c(Cl)cc(Cl)c2c1NCCC2 | 1 | -4% | -6% | -1 | ? | -0.4% | -5 | -19 | 1
Cc1ccc(C)c(CNC(=O)c2cc3ccccn3n2)c1 | 3 | -3% | -4% | -7 | 2% | 2.7% | -17 | -9 | -3
Nc1nnc(SCC(=O)NCC(=O)Nc2ccc(F)c(F)c2F)s1 | 2 | -2% | -1% | -1 | 5% | -0.3% | 3 | 4 | 3
Cc1cccc(NC(=O)CN2C(=O)N/C(=C\c3cccn3-c3cccc(C(=O)O)c3)C2=O)c1 | 2 | -2% | 4% | -4 | 14% | 2.2% | 8 | 1 | 8
O=S(=O)(NCC1(N2CCOCC2)CCCCC1)c1ccccc1Cl | -1 | -4% | -1% | 1 | 2% | 0.3% | 8 | -1 | 1
CC(C)NC(=O)Nc1ccc2c(c1)C(=O)N([C@@H](C)CO)C[C@H](C)[C@H](CN(C)S(=O)(=O)c1ccccc1)OCCCC[C@H](C)O2 | / | -6% | -1% | / | -1% | / | / | 1 | /
O=C(COC(=O)Cc1ccc(F)cc1)NCCc1ccccc1 | 2 | -2% | 3% | -3 | 1% | -0.9% | -5 | -1 | -20
O=C(c1ccccc1)c1ccc(OCCO)cc1 | -1 | 1% | 1% | -6 | 0% | -0.1% | -4 | 1 | -5
Cc1cccc(C)c1NC(=O)COC(=O)c1nonc1N | 0 | -2% | 0% | -4 | 0% | -1.6% | 12 | -5 | 6
OC(CN1CCC(Cc2ccccc2)CC1)C(F)(F)F (stereo not given) | 3 | -2% | -1% | -8 | -5% | 0.4% | 1 | 1 | -13
C[C@H](NS(=O)(=O)c1ccccc1)C(=O)N1CCN(C(c2ccccc2)c2ccccc2)CC1 | / | -5% | 2% | / | -2% | / | / | -10 | /
CC(C)C(=O)Nc1cc(S(=O)(=O)Nc2ccc(Cl)cc2)ccc1Cl | 4 | -1% | 1% | -2 | -5% | -2.7% | 1 | -2 | -3
COCCNC(=O)c1ccc(N2CC3CC(C2)c2cccc(=O)n2C3)c(NC(=O)c2ccc(Br)o2)c1 (stereo not given) | 5 | -4% | -2% | 1 | -2% | -2.2% | 5 | 31 | -5
CC(C)c1nc2sc3c(SCC(=O)NCc4ccco4)ncnc3c2c2c1CCC2 | 2 | -4% | -1% | 3 | / | ? | 5 | -16 | /

Marked active in D1 antag (from the list above):
| compound | D1 ag | Glioma ERSR ind | D1 potentiator | D1 antag | RXFP1 antagonist | D2 potentiator |
| --- | --- | --- | --- | --- | --- | --- |
| COC(=O)c1ccccc1NC(=O)NC1CCCCC1 | 5 | 7% | -5 | -44* | -5 | 7 |

Given tab-delimited: 3 of the compounds above
SMILES	D1 ag	Glioma ERSR ind	Vif-A3G inh	D1 potentiator	Vif-APOBEC3F blk	RXFP1 agonist	D1 antag	RXFP1 antagonist	D2 potentiator
OC(CN1CCC(Cc2ccccc2)CC1)C(F)(F)F (stereo not given)	3	-2%	-1%	-8	-5%	0.4%	1	1	-13
C[C@H](NS(=O)(=O)c1ccccc1)C(=O)N1CCN(C(c2ccccc2)c2ccccc2)CC1	/	-5%	2%	/	-2%	/	/	-10	/
CC(C)C(=O)Nc1cc(S(=O)(=O)Nc2ccc(Cl)cc2)ccc1Cl	4	-1%	1%	-2	-5%	-2.7%	1	-2	-3

Continuation:
SMILES | D1 ag | Glioma ERSR ind | Vif-A3G inh | D1 potentiator | Vif-APOBEC3F blk | RXFP1 agonist | D1 antag | RXFP1 antagonist | D2 potentiator
CC(NC(=O)c1ccccc1)C(=O)OCC(=O)c1ccc(Br)cc1 (stereo not given) | 0 | -3% | 4% | -1 | -11% | 8.3% | 9 | -3 | -6
C1CCC(OCCN2CCN(CCOC3CCCCC3)CC2)CC1 | 2 | -2% | 0% | -4 | -2% | 0.3% | -8 | 16 | -9
CSc1n[nH]c(NC(C)=O)n1 | 3 | -3% | -3% | -2 | -1% | -1.9% | 15 | -12 | 5
CCCNC(=O)C(Cc1ccccc1)NC(=O)c1ccc(C(C)(C)C)cc1 (stereo not given) | -4 | -2% | 2% | 0 | -5% | -0.8% | / | / | 4
C=CCNC(=O)NC(=O)COC(=O)c1cccnc1SC | 1 | -1% | 0% | -2 | 1% | -1.4% | 13 | 2 | -4
CCOc1ccc(NC(=O)CN2CCN(c3ccc(F)cc3)CC2)cc1S(=O)(=O)N1CCCC1 | / | -4% | 0% | / | -8% | / | / | -1 | /
CC(C(=O)c1ccccc1)n1c(N2CCOCC2)nc2c1c(=O)n(C)c(=O)n2C (stereo not given) | 4 | -4% | 0% | 1 | 1% | 3.3% | -9 | 1 | 11
CC(=O)c1cccc(NC(=O)C2=CC(c3ccco3)=NS(=O)(=O)N2C)c1 | 2&4 | -3%&-4% | 9%&1% | 6&0 | 11%&-18% | -0.6%&3.0% | 3&-24 | 0&-12 | -3&14
O=C(Nc1cccc(C(F)(F)F)c1)C1CC(=O)N(CCc2ccccc2)C1 (stereo not given) | 4 | -2% | 2% | -6 | -6% | -0.1% | -18 | 8 | -22
O=C(CNC(=S)N(Cc1ccccc1Cl)C1CCCC1)NCCN1CCOCC1 | 0 | -4% | 3% | -2 | -4% | 1.7% | 13 | -11 | -1
COc1ccc(-c2nnc3n2CCCCC3)cc1OC | 7 | -3% | -2% | -3 | -2% | 1.5% | 19 | -20 | /
O=C(NCCNc1ccc([N+](=O)[O-])cc1)c1ccccc1Br | -2 | -3% | 1% | 6 | -8% | 0.4% | 14 | 4 | 34*
O=C(CCc1nc2ccccc2c(=O)[nH]1)N1CCN(S(=O)(=O)c2cccc(F)c2)CC1 | 1 | -2% | 0% | -5 | 3% | 1.2% | -11 | -5 | 3
Cn1c(=O)n(C)c2cc(S(=O)(=O)N3CCCc4ccccc43)ccc21 | 6 | -3% | ? | 0 | -18% | 2.4% | 4 | 3 | 9
O=C(C1CCCCN1S(=O)(=O)c1ccccc1[N+](=O)[O-])N1CCOCC1 (stereo not given) | 0 | -5% | 2% | -3 | -10% | -0.9% | 2 | 16 | 2
NC(=O)C1CCN(CC(O)CSc2ccccc2)CC1 (stereo not given) | 6 | -1% | 0% | -6 | 3% | 2.0% | -4 | / | 10
CCOC(=O)C1CCN(C(=O)COC(=O)/C=C/c2cccc(OC)c2OC)CC1 | / | 4% | -1% | / | 2% | / | / | -3 | /
O=C(C(O)c1ccccc1)N1N=C(c2ccccc2)CC1(O)C(F)(F)F (stereo not given) | 9 | -4% | -7% | -4 | 13% | 1.7% | 2 | 7 | 13
CC(C)(C)OC(=O)N1CCC(c2c(C(=O)NCCN3CCC(Cc4ccccc4)CC3)cnn2-c2cccc(Cl)c2)CC1 | 21 | -2% | -1% | 4 | 5% | -0.2% | 4 | ? | 0
COc1ccccc1NC(=O)CSc1nnc(-c2ccc(C)cc2)o1 | 1 | -6% | 1% | -10 | 5% | 1.4% | -82* | 1 | -10

Entries shown so far that contain a Cl atom, in the order listed:
SMILES | D1 ag | Glioma ERSR ind | Vif-A3G inh | D1 potentiator | Vif-APOBEC3F blk | RXFP1 agonist | D1 antag | RXFP1 antagonist | D2 potentiator
Oc1c(Cl)cc(Cl)c2c1NCCC2 | 1 | -4% | -6% | -1 | ? | -0.4% | -5 | -19 | 1
O=S(=O)(NCC1(N2CCOCC2)CCCCC1)c1ccccc1Cl | -1 | -4% | -1% | 1 | 2% | 0.3% | 8 | -1 | 1
CC(C)C(=O)Nc1cc(S(=O)(=O)Nc2ccc(Cl)cc2)ccc1Cl | 4 | -1% | 1% | -2 | -5% | -2.7% | 1 | -2 | -3
O=C(CNC(=S)N(Cc1ccccc1Cl)C1CCCC1)NCCN1CCOCC1 | 0 | -4% | 3% | -2 | -4% | 1.7% | 13 | -11 | -1
CC(C)(C)OC(=O)N1CCC(c2c(C(=O)NCCN3CCC(Cc4ccccc4)CC3)cnn2-c2cccc(Cl)c2)CC1 | 21 | -2% | -1% | 4 | 5% | -0.2% | 4 | ? | 0
